# Screening results as filed in PubChem.
# Akt phos inh: blocks phosphorylation of Akt; Neuro2A IGF-stimulated pAkt S473 HTRF, 20 min; stronger effect = lower value; activity change, % for hits at 50 µM; actives 0.32% (n = 360,000); in the data active = activity change below about -80%; inconclusive = mostly about -51% to -80%; also: % is scaled to controls: 0 for no effect and ±100 for the full control effect
#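 Single-point screen (50 µM final compound) in Neuro2A cells stimulated 20 min with 6 nM IGF at 37 deg C. After lysis, Ser473-phosphorylated Akt read by HTRF (ex 330 nm, em 615/665 nm) as the 665/615 ratio.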
# TGFb inhibitor: inhibitors of TGF-b signaling | HepG2 CAGA-GFP TGF-b/SMAD3 reporter, GFP fluorescence, 18 h; TGF-beta stimulated, 500 pg/mL final | Potency, µM (highest dose often 46.1 µM), for inactives: at the highest dose activity, negative = inhibition, most hits filed as inhibitors | actives 1.2% (n = 410,000) | AID 588855; also: potency is read from the fitted curve at half-maximal effect; % is scaled to controls: 0 for no effect and ±100 for the full control effect; nearly all actives have a fitted effect of over 65% in size
#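 HEPG2 CAGA-GFP cells (1000/well, DMEM with 1% FBS) were pre-incubated 2 h at 37 degrees C, given compound by pin tool, then stimulated with TGF-beta at 500 pg/mL final for 18 h before per-cell GFP fluorescence imaging.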
# CCT modulator: modulators of cytosolic chaperonin (CCT/TRiC) activity | actives 0.3% (n = 360,000) | AID 651819 | purified chaperonin ATPase assay, HTRF ADP detection, 30 min | activity change, % (test concentration not listed), hits read low; in the data active = activity change below about -30%; also: % is scaled to controls: 0 for no effect and ±100 for the full control effect
#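 TRiC (40 or 20 nM final, by batch activity) in 30 mM Tris pH 7.4, 100 mM KCl, 5 mM MgCl2, 1 mM DTT was treated with compound at 76 uM single dose, then 10 uM ATP, 30 min at 37 °C. ADP was read by HTRF Transcreener.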
# Mm-Cpn inhibitor: blocks the Methanococcus maripaludis chaperonin Mm-Cpn; purified Mm-Cpn ATPase, ADP Transcreener TR-FRET; Potency, µM (titrated, usually from 76.9 µM), inactives show at the highest dose activity, negative = inhibition, most hits filed as inhibitors; actives 0.031% (n = 330,000); AID 504842; also: potency is read from the fitted curve at half-maximal effect; % is scaled to controls: 0 for no effect and ±100 for the full control effect; nearly all actives have a fitted effect of over 80% in size
#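 ATP (10 uM final) was added to archaeal chaperonin (25 nM final) after 10 min exposure to test compound at 37°C; after 30 min further incubation, ADP was detected by competitive TR-FRET.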
# Nrf2 block: Nrf2 pathway inhibition; Potency, µM (series often up to 46 µM), for inactives: at the highest dose activity change, negative = inhibition, usual class: inhibitors; AID 504444; actives 2.1% (n = 360,000); A549 ARE-Fluc reporter, luciferase luminescence, 18-24 h; also: potency is read from the fitted curve at half-maximal effect; % is scaled to controls: 0 for no effect and ±100 for the full control effect; nearly all actives have a fitted effect of over 60% in size
#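 In this cell-based qHTS, ARE-driven firefly luciferase in A549 cells reports Nrf2 activity; the luminescent signal after BugLite lysis is the measured value, with a prior CellTiter-Fluor read for cell health.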
# Nrf2 ARE act: activators of Nrf2 (ARE) signaling; AREc32 ARE-luciferase reporter (MCF7-derived line), luminescence, 24 h; Potency, µM (highest dose often 46.1 µM), for inactives: at the top dose activation, hits mostly activators; actives 0.31% (n = 410,000); AID 624171; also: potency is read from the fitted curve at half-maximal effect; % of control where 0% means no effect; nearly all actives have a fitted effect of over 65% in size
#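 Cells of the AREc32 ARE-luciferase line are plated in OPTI-MEM containing 5% FBS and left overnight at 37 deg C. Compounds are pinned in, incubation continues 24 hr, and firefly luciferase signal is then measured.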
# A549 tox: kills or reduces viability of A549 cells in Nrf2 counter-screen | A549 ARE-Fluc cells, CellTiter-Fluor viability, 18-24 h | Potency, µM (top dose mostly 46 µM), inactives show top-dose activity change, negative = cytotoxicity, most hits filed as inhibitors | actives 0.16% (n = 390,000); also: potency is read from the fitted curve at half-maximal effect; % is scaled to controls: 0 for no effect and ±100 for the full control effect
#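 A549 ARE_Fluc cells in 5% FBS OPTI-MEM were exposed to compounds in concentration-response for 18-24 h at 37 deg C. Viability was read by CellTiter-Fluor fluorescence (Ex 405/Em 525) after 30 min, before the luciferase read.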
# S2 tox: cell viability loss in ATXN counter-screen | S2 cells (HEK-293 line with an ATXN2-luciferase reporter) viability, CellTiter-Fluor protease fluorescence, 24 h | Potency, µM (highest dose often 56.7 µM), actives largely listed as cytotoxic | actives 0.49% (n = 400,000) | AID 651635; also: potency is read from the fitted curve at half-maximal effect; nearly all actives have a fitted effect of over 40% in size
# HepG2 tox: HepG2 cytotoxicity, counter-screen for TGF-b inhibitors; Potency, µM (doses to about 46.1 µM), without a hit: top-dose activity change, negative = cytotoxicity, hits mostly cytotoxic; HepG2 CAGA-GFP viability, ATP luminescence, 18 h; actives 0.76% (n = 410,000); also: potency is read from the fitted curve at half-maximal effect; some results filed as inactive show a strong effect at the top dose
#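 HepG2 CAGA-GFP cells (1000/well, DMEM with 1% FBS) received compound, then TGF-beta at 500 pg/mL final, and were incubated 18 hours at 37 degrees C. Viability was read by CellTiter-Glo luminescence. Media-only wells were set as complete cell-killing and DMSO as no toxicity.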
# Active calls of the source: *; i = inactive; ? = inconclusive; / = no result given; & = joins results of further samples. Unless noted, calls follow the shape of the dose curve; as a rule, active = well fitted curve in the direction sought with a large enough effect; inconclusive = small, poorly fitted or top-dose-only effect, or another doubt; inactive = no such curve, though single readings can be large; an effect the other way counts as inactive or inconclusive. Rows were taken by chance. Share with any hit: about 4.4%.
# Order of values: HepG2 tox	A549 tox	Nrf2 block	CCT modulator	Mm-Cpn inhibitor	Akt phos inh	TGFb inhibitor	S2 tox	Nrf2 ARE act
C=CCc1ccccc1OCC(O)CN1CCN(CCO)CC1 (stereo not drawn)
→ -5.1%	2.2%	-4.2%	-1.4	-0.4%	i	6.0%	i	-0.9%
CSc1cccc(NC(=O)/C=C/c2ccco2)c1
→ -3.9%	-1.4%	?	2.3	-0.7%	i	-9.4%	i	?
Cc1cccc(NC(=O)c2ccc(N3CCCCC3)c([N+](=O)[O-])c2)n1
→ -23.7%	-15.1%	?	-0.2	2.1%	i	-1.9%	i	0.8%
C/C(=N\NC(=O)c1ccoc1C)c1ccccc1O
→ -29.0%	2.9%	5.7%	-0.9	0.1%	i	?	?	-0.2%
CCOC(=O)Cn1nnc2c(sc3nc4c(c(-c5ccc(Cl)cc5)c32)CCC4)c1=O
→ 7.9%	-12.4%	?	5.8	1.9%	/	8.9%	i	-0.5%
O=c1ccc(-c2ccccc2)nn1Cc1ccc(Cl)cc1
→ -24.3%	0.4%	-18.4%	-0.1	/	i	2.9%	i	0.2%
CCC(Sc1nc2c(cnn2-c2ccc(Cl)cc2)c(=O)[nH]1)C(=O)OC (stereo not drawn)
→ -3.2%	-2.5%	13.5%	-3.4	1.4%	i	0.2%	i	-0.6%
Cc1ccc(S(=O)(=O)NCc2ccccc2)cc1C(=O)N1CCN(S(=O)(=O)c2ccccc2F)CC1
→ -22.7%	/	/	-28.1	/	i	-18.2%	i	0.5%
O=C(COC(=O)c1cnccn1)c1ccc(OC(=O)c2ccccc2)cc1
→ 4.0%	?	-19.5%	-3.8	3.3%	i	0.0%	i	-0.9%
O=[N+]([O-])c1ccc(N/N=C/c2c[nH]c3ccccc23)c(S(=O)(=O)Nc2ccc(Cl)cc2)c1
→ -21.7%	20.6µM*	14.6µM*	-14.6	0.7%	i	-12.3%	i	0.0%
Cc1cccc(CCN2CCN=C2Nc2ccccc2)c1
→ 4.3%	-10.1%	-0.8%	-0.9	-1.3%	i	?	i	4.3%
CCC(=O)Nc1ccc(NC(=O)c2cccc3c(Br)cccc23)cc1
→ -0.2%	12.2%	6.7%	1.8	-6.9%	i	2.8%	i	0.2%
CCOC(=O)c1[nH]cnc1C(=O)NCc1ccccc1
→ -4.6%	-0.2%	-8.8%	3.3	0.2%	i	-0.2%	i	0.6%
COC(=O)CC1(C(=O)OC)Oc2ccc(Br)cc2C(=O)N1c1ccc(Br)cc1Cl (stereo not drawn)
→ 1.7%	-23.6%	16.4µM*	-6.2	0.7%	i	?	?	0.1%
CCOC(=O)CN1CC23C=CC(O2)C(C(=O)NC2CCCC2)C3C1=O (stereo not drawn)
→ 1.7%	-1.4%	10.8%	0.6	-1.6%	i	14.8%	i	-0.8%
CCOc1cc(-c2noc(N)c2C(=O)OC)cc(OCC)c1OCC
→ 5.0%	-4.9%	?	-0.5	-0.5%	i	-2.4%	?	7.8%
Cc1ccc(NC(=O)c2ncn(CC(=O)NCc3ccc4[nH]ccc4c3)n2)cc1C
→ -12.3%	-0.4%	10.3%	-1.4	2.7%	i	?	i	4.3%
CCOc1ccc(CCNC(=O)c2cc3c(s2)-c2ccccc2OC3)cc1OCC
→ -35.3%	2.8%	?	/	/	/	-19.0%	i	0.9%
CC(=O)Oc1ccc(C)cc1N1C(=O)c2ccc(C(=O)O)cc2C1=O
→ 2.6%	-3.5%	14.5%	1.7	0.8%	i	-3.5%	i	1.3%
CCNC(=O)COC(=O)/C=C/c1cccc([N+](=O)[O-])c1
→ -19.8%	2.7%	-13.6%	-2.7	0.7%	i	0.0%	i	8.2%
CCOC(=O)C1(Cc2ccccc2)CCCN(Cc2ccncc2)C1 (stereo not drawn)
→ -21.8%	-1.5%	-7.7%	-2.2	0.2%	i	-2.4%	i	0.2%
Cn1c(/N=C/c2cc(Cl)ccc2O)nc2ccccc21
→ -4.1%	5.3%	/	-1.7	-0.2%	/	-9.3%	i	0.7%
CCOc1ccc(C2C(C(=O)Nc3ccccc3)=C(C)Nc3nc(-c4ccccc4)nn32)cc1OC (stereo not drawn)
→ -16.9%	4.6%	-3.8%	/	/	/	-12.0%	i	0.9%
O=C1CC(C(=O)Nc2ccc(F)cc2)S/C(=N\N=C\c2ccco2)N1 (stereo not drawn)
→ -7.6%	-3.8%	-4.9%	-2.1	4.5%	i	-6.1%	i	11.2µM*
COc1ccc(N2CCN(S(=O)(=O)c3ccc(OC)c(-c4noc(C)n4)c3)CC2)cc1
→ 20.9%	-3.3%	?	/	/	/	-3.8%	/	-0.6%
O=C(NCc1ccccc1Cl)C1CCCN(c2nc3ccccc3n3cccc23)C1 (stereo not drawn)
→ -18.3%	12.4%	-25.5%	/	/	/	-19.7%	/	0.4%
NC(Cc1ccc(Cl)cc1)c1csc(NC(=O)Nc2ccccc2-c2ccccc2)n1 (stereo not drawn)
→ -100.7%	/	/	-9.9	/	i	?	i	-4.7%
Cc1ccccc1NC(=O)/C=C/c1ccc([N+](=O)[O-])s1
→ 7.94µM*	?	?	0.1	-5.7%	i	7.08µM*	10µM*	?
CCCCn1c(O)c2n(c1=O)Cc1ccccc1N=C2c1ccc(C)cc1
→ -4.6%	/	/	-1.9	/	i	-3.9%	?	8.3%
O=C(COc1cccnc1[N+](=O)[O-])N1CCN(C(=O)c2ccco2)CC1
→ -14.2%	1.1%	0.0%	-1.8	1.2%	i	0.0%	i	0.1%

# Some of the entries so far, with tabs.
Molecule	HepG2 tox	A549 tox	Nrf2 block	CCT modulator	Mm-Cpn inhibitor	Akt phos inh	TGFb inhibitor	S2 tox	Nrf2 ARE act
NC(Cc1ccc(Cl)cc1)c1csc(NC(=O)Nc2ccccc2-c2ccccc2)n1 (stereo not drawn)	-100.7%	/	/	-9.9	/	i	?	i	-4.7%
Cc1ccccc1NC(=O)/C=C/c1ccc([N+](=O)[O-])s1	7.94µM*	?	?	0.1	-5.7%	i	7.08µM*	10µM*	?

# (list continues)
# Order of values: HepG2 tox	A549 tox	Nrf2 block	CCT modulator	Mm-Cpn inhibitor	Akt phos inh	TGFb inhibitor	S2 tox	Nrf2 ARE act
Cc1cc(C)nc(SCc2ccc(C(=O)NN=C3C4CC5CC(C4)CC3C5)cc2)n1
→ -19.5%	-0.3%	2.0%	-0.1	0.6%	i	10.2%	i	-1.3%
O=C(CCNS(=O)(=O)c1cccc2nsnc12)NCc1cccs1
→ 4.1%	0.0%	-8.8%	-1.3	-0.1%	i	-13.1%	i	-0.1%
C=C(C)COc1ccc(-c2n[nH]c(C)c2-c2ccc(OC)cc2)c(O)c1
→ -109.2%	-13.4%	?	1.1	-2.0%	/	?	?	-2.0%
CCOC(=O)C(=O)CC(=O)c1ccc2c(c1)OCCO2
→ -15.0%	-1.6%	5.0%	-1.9	-4.5%	i	?	i	0.8%
CCCc1cc(=O)oc2c(C)c(OCC(=O)N3C[C@H]4C[C@@H](C3)c3cccc(=O)n3C4)ccc12
→ 5.9%	12.9%	-19.8%	0.1	-0.8%	i	5.1%	i	0.6%
CCC(NC(=O)Nc1nnc(C(F)(F)F)s1)(C(F)(F)F)C(F)(F)F
→ -39.6%	7.31µM*	3.66µM*	-1.7	0.9%	i	?	/	-0.4%
COc1ccc(S(=O)(=O)N(CCc2ccccc2)CC(=O)NCc2ccccc2)cc1OC
→ -16.7%	3.3%	-6.8%	/	/	/	-21.3%	i	0.5%
Cc1cccc(C)c1NC(=O)COC(=O)c1cc(=O)c2ccccc2o1
→ 1.7%	4.0%	-11.2%	-2.0	-2.5%	i	3.0%	i	-0.4%
O=C(COc1ccccc1)NC(=S)Nc1cccc([N+](=O)[O-])c1
→ -3.7%	0.4%	8.8%	-1.7	-0.2%	i	3.1%	i	5.6%
CCC(C)NCCCCOc1cc(C)cc(C(C)C)c1 (stereo not drawn)
→ -9.0%	12.9%	13.0%	-0.5	-0.9%	i	-3.2%	i	3.1%
Cn1c(=O)c2c(c3ccccc31)OC(=O)CC2c1cccc(F)c1 (stereo not drawn)
→ 22.5%	-6.7%	26.4%	/	/	/	0.6%	i	-0.2%
COc1ccc(C(NC(=O)C2CCN(CCc3ccccc3)CC2)c2ccccn2)cc1 (stereo not drawn)
→ 5.3%	/	/	0.3	/	i	10.5%	?	-0.4%
COc1ccc(N(CCC#N)S(=O)(=O)c2ccc(Cl)cc2)cc1
→ -1.0%	3.8%	?	-1.1	-0.8%	i	-5.9%	i	0.3%
COc1ccccc1NS(=O)(=O)c1ccc(C)c(C(=O)Nc2cc(C)on2)c1
→ -7.1%	0.2%	-5.4%	-2.4	?	i	1.4%	i	0.1%
CC(=O)NC(C)(c1ccccc1)c1nc(-c2ccc(F)c(Cl)c2)cs1 (stereo not drawn)
→ -27.6%	/	/	0.1	/	i	-7.8%	?	0.5%
CCN(C(=O)COC(=O)CNC(=O)c1ccc(C)s1)c1ccccc1
→ 0.1%	1.5%	1.7%	-1.4	-1.5%	i	-3.7%	i	-0.6%
CCN(C(=O)c1cc2ccccc2oc1=O)c1cccc(C)c1
→ -0.8%	-3.2%	-20.8%	-2.8	0.8%	i	-4.9%	i	2.4%
CCS(=O)(=O)c1c(S(=O)(=O)CC)c2cc(C(C)(C)C)ccn2c1C(=O)c1ccc(F)cc1
→ -24.2%	8.3%	4.8%	/	/	/	-2.4%	i	0.1%
COc1ccc(C2=NOC(C(=O)NC(C)C)C2)cc1 (stereo not drawn)
→ -3.4%	0.7%	9.7%	-2.2	1.3%	i	?	i	-0.1%
CCOc1ccccc1NC(=O)CCS(=O)(=O)c1ccc(OC)cc1
→ -3.8%&8.6%	0.3%&11.4%	?	-4.0	2.2%	i	-7.3%&0.6%	/	-1.0%&-0.2%
CCOC(=O)c1sc(NC(=O)Nc2ccc(Cl)cc2)nc1C
→ -16.8%	-10.4%	?	-1.2	1.3%	i	?	?	0.2%
